# Screens as filed in PubChem.
# D2 PAM: D2 dopamine receptor (human) potentiation | HEK293 T-REx D2, calcium flux, EC20 dopamine potentiation | 340,000 compounds, 0.34% hits | potentiation, % at 10 µM | P14416;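 active = potentiation over 3 SD above the plate norm, cut at about 30% in these data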; note: 0% is about no effect
# Target sequence (P14416 whole entry, looked up): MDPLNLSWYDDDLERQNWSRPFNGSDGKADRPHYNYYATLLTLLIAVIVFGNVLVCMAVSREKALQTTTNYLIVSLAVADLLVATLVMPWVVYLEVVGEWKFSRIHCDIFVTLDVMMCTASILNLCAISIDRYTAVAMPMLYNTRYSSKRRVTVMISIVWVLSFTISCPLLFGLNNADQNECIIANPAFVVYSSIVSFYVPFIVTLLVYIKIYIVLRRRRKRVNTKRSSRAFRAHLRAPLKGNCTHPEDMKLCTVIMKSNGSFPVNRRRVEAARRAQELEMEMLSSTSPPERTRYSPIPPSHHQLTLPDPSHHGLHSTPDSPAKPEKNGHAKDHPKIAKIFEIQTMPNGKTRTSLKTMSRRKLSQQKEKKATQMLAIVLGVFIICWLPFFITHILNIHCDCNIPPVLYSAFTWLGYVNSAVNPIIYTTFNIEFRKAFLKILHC
#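 Tetracycline-induced Hek293 Trex D2 cells, force-coupled to calcium, loaded with no-wash calcium dye. Compound added with 180 s kinetic read for agonism, then EC20 dopamine and a further 180 s read for potentiation.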
# RXFP1 antagonist: blocks the human relaxin receptor RXFP1 | HEK293-RXFP1, relaxin-stimulated cAMP HTRF, 30 min; active compounds read low | activity change, negative = inhibition, % at 57.5 µM | Q9HBX9 | 350,000 compounds, 0.59% hits;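 active = activity change of -60% or lower, but not beyond a set lower limit; inconclusive = change between -60% and -40%, or beyond the set limit; inactive = change above -40%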; note: % is set by controls: 0 for no effect and ±100 for the full control effect
# TRHR PAM: allosterically enhances the human TRH receptor; AID 493056; TRHR cells, fluo-8 calcium fluorescence, EC20 TRH enhancement; P34981; 360,000 compounds, 0.66% hits; enhancement, % at 2 µM; in the data active = enhancement above about 30%; note: 0% is about no effect
# Target sequence (P34981 whole entry, looked up): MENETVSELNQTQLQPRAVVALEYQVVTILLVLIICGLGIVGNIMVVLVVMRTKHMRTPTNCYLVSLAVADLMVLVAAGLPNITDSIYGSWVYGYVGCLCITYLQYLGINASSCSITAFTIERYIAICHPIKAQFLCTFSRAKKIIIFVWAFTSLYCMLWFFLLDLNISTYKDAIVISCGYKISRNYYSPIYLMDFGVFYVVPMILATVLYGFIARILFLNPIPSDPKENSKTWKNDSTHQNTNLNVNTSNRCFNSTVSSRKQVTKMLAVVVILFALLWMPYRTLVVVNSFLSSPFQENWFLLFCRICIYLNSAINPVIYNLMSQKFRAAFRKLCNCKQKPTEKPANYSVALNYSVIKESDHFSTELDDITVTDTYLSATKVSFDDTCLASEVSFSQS
#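 Enhancer read-out: after compound pinning and an initial kinetic agonist-mode read, an EC20 of TRH (10 nM final) was injected and fluo-8 calcium signal (Ex 480/Em 530) followed at 1 s/cycle for 100 cycles in TRHR-expressing cells.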
# RXFP1 agonist: RXFP1 (human) receptor agonism; Q9HBX9; HEK293T-RXFP1 cAMP TR-FRET, 30 min; response scale: percent of porcine relaxin response, buffer zero; Potency, µM (highest dose often 57.5 µM), without a hit: top-dose activation, usual class: activators; 370,000 compounds, 0.3% hits; note: potency is the fitted concentration of half-maximal effect; % is set by controls: 0 for no effect and ±100 for the full control effect; nearly all actives have a fitted effect of over 60% in size; many of its hits are not listed in these tables
#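 HEK293T cells stably expressing RXFP1 were pretreated with the PDE4 inhibitor Ro 20174, exposed to compounds for 30 min at 37C, lysed, and cAMP was read by TR-FRET. Data normalized to buffer (basal) and 29 nM porcine relaxin (100%).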
# Apoferritin bind: binds horse apoferritin like a general anesthetic; apoferritin/1-aminoanthracene competitive binding, fluorescence; Potency, µM (series often up to 77.5 µM), inactives show at the highest dose activity change, negative = displacement, hits mostly inhibitors; 350,000 compounds, 0.074% hits; note: potency is the fitted concentration of half-maximal effect; % is set by controls: 0 for no effect and ±100 for the full control effect; nearly all actives have a fitted effect of over 20% in size
# Target sequence (P02791 2-175 limits assumed): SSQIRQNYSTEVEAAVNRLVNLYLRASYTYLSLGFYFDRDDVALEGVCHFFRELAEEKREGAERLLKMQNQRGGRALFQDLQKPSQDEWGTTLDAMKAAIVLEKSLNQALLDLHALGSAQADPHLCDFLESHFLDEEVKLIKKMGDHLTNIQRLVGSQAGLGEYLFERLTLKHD
#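 Probe: 1-aminoanthracene (50% saturated, PBS). Protein: horse-spleen apoferritin, 10 uM. Incubation: 10 min, room temperature. Detection: 380 nm excitation, 535 nm emission. Analysis: normalized response, four-parameter Hill.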
# D1 antagonist: antagonists of human D1 dopamine receptor. P21728. HEK293 TREx D1 cells, calcium flux, dopamine EC80; active compounds read low. activity change, negative = inhibition, % at 10 µM. 360,000 compounds, 3.2% hits; in the data active = activity change below about -30%; note: % is set by controls: 0 for no effect and ±100 for the full control effect
#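 Calcium flux readout: force-coupled, inducible Hek293 Trex D1 line, cells induced overnight at 30 C with tetracycline, dye-loaded 30–90 min at RT. Antagonism scored against EC80 dopamine challenge given 180 s after compound.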
# D1 potentiator: human D1 dopamine receptor positive modulation | P21728 | 360,000 compounds, 0.036% hits | potentiation, % at 10 µM | HEK293 TREx D1 cells, calcium flux, dopamine EC20 potentiation; in the data active = potentiation above about 30%; note: 0% is about no effect
# D1 agonist: agonists of human D1 dopamine receptor | P21728 | HEK293 T-REx D1 cells, calcium flux, agonist mode | activation, % at 2 µM | 360,000 compounds, 1% hits; in the data active = activation above about 30%; note: 0% is about no effect
#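 Tetracycline-induced HEK293 TREx D1 cells, force-coupled to calcium signalling, were dye-loaded with a no-wash calcium kit. Compound was pin-added after a 10 s baseline. Fluorescence was read kinetically at 1 cycle/s for 180 s, with calcium rises flagged as agonism.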
# TRHR ag: TRH receptor (human) agonism; P34981; TRHR cells, calcium flux fluo-8, FDSS agonist mode; activation, % at 2 µM; 360,000 compounds, 0.18% hits; AID 493084; in the data active = activation above about 30%; note: 0% is about no effect
#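 Fluo-8-loaded TRHR cells; 10 s baseline, compound added, kinetic Ca2+ fluorescence read 1/s, agonist mode.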
# The depositor's hits bear a star; ? = inconclusive; . = no result given; & = joins results of further samples; [ ] = another dose, or the depositor's remark. Unless noted, calls come from the whole dose curve; as a rule, active = well fitted curve in the direction sought with a large enough effect; inconclusive = small, poorly fitted or top-dose-only effect, or another doubt; inactive = no such curve, though single readings can be large; an effect the other way counts as inactive or inconclusive. Not all compounds are listed, so the mix of outcomes need not match the whole.
SMILES,D2 PAM,RXFP1 antagonist,TRHR PAM,RXFP1 agonist,Apoferritin bind,D1 antagonist,D1 potentiator,D1 agonist,TRHR ag
COc1ccc(/C=C2\SC(=S)N(CC(=O)NCCO)C2=O)cc1,-5,-8,-3,2.6%,-15%,6,-2,5,0.5
CCOc1ccc(C(C)NC(=O)CN2C(=O)NC3(CCCCC3)C2=O)cc1OCC (stereo unspecified),15,3,19,3.9%,.,16,8,1,0.1
Cn1c(=O)c(C(=O)NNC(=O)c2ccc(Br)cc2)c(O)c2ccccc21,4,10,4,-0.3%,-2%,3,-1,1,0.5
Cc1cnc(NC(=O)CN2CCN(c3ccccc3F)CC2)s1,-19,-1,-1,-0.4%,-1%,-8,-12,-2,-0.3
COc1ccc(-c2cc(C)no2)cc1S(=O)(=O)NCC(C)c1ccccc1 (stereo unspecified),8,34,0,5.5%,8%,-30,0,4,0.1
Cc1cc2ccccn2c1C(=O)c1nc(NCc2ccco2)ncc1Cl,-1,-13,-4,0.3%,-13%,-7,-4,4,0.0
C=CCc1ccc(OCc2ccc(C(=O)Nc3ccc(NC(C)=O)cc3)o2)c(OC)c1,-4&4,4&3,-4&3,-1.0%&4.4%,?,-7&3,-9&-4,-1&2,-1.1&0.6
CCc1ccccc1NC(=S)N1N=CCC1c1ccccc1 (stereo unspecified),6,-17,-3,-1.2%,?,-16,-6,-1,-0.2
Cc1ccc(C(C)C)c(OCCN2CCc3ccccc3C2)c1,-15,-22,2,0.2%,-2%,13,-3,1,0.3
N#Cc1nc(COc2ccccc2)oc1N1CCC(Cc2ccccc2)CC1,-3,6,3,0.2%,70%[activator],-28,-5,14,4.4
COc1ccc(/C=N/NC(=O)C2C(=O)NCC2c2ccccc2)c(OC)c1 (stereo unspecified),3,-11,-2,2.6%,-13%,-3,0,-1,0.1
Cc1ccccc1NC(=O)CCCn1nc(C)c2c(C)n(-c3ccccc3)nc2c1=O,-3,10,5,1.0%,-6%,-2,7,0,-1.4
Cc1ccccc1C1NC(=O)c2ccccc2O1 (stereo unspecified),12,4,5,1.6%,?,7,1,5,-0.6
O=C(O)C1Nc2c(Cl)cc(Cl)cc2C2C=CCC12 (stereo unspecified),7,-6,-2,2.0%,1%,-8,-2,2,0.5
c1ccc2c(c1)nc(N1CCCCC1)c1ccccc12,15,-22,4,-0.6%,7%,13,11,2,-1.2
Cn1c(=O)c2c(SCc3ccccn3)nc(C3CC3)nc2n(C)c1=O,-7,1,-2,0.7%,1%,6,-10,1,-0.4
Cc1ccnc(NS(=O)(=O)c2ccc(NC(=O)C34CC5CC(C)(CC(C)(C5)C3)C4)cc2)n1,-5,8,-1,-0.1%,-9%,.,1,0,0.8
CCCCc1nc2ccccc2n1CC(=O)N(COCC)c1c(C)cccc1CC,-4,.,-15,4.6%,46%[activator],-11,-2,12,0.7
Cn1nnc2sc3c(c2c1=O)CCCC3,0,11,2,-0.9%,32µM*,9,1,1,-2.0
COCCN(C(=O)CSc1nnc(Nc2ccccc2F)s1)c1c(N)n(Cc2ccccc2)c(=O)[nH]c1=O,-1,5,-6,2.2%,-9%,-2,0,1,-0.1
CC(SC1=NCCS1)C(=O)Nc1nnc(-c2ccc(Cl)cc2)s1 (stereo unspecified),-14,5,14,2.3%,-9%,-1,3,4,1.5
COc1ccc(C2C=C(c3ccccc3)Nc3nc(NC(=O)/C=C/c4ccccc4Cl)nn32)cc1 (stereo unspecified),2,-8,-5,0.0%,-4%,-15,-3,8,0.1
CCCOC(=O)C1=C(C)NC(=O)NC1c1ccc(Br)s1 (stereo unspecified),-1,-3,-1,-0.4%,-7%,-9,-4,0,-0.2
CCN(CC(=O)Nc1c(F)cccc1F)C(=O)Cn1[nH]c(=O)c2ccccc2c1=O,14,4,-1,-2.6%,.,-50*,-2,1,0.1
CN(C)CCNc1oc(COc2ccc(-c3ccccc3)cc2)nc1C#N,-6,-20,9,0.6%,?,-8,-3,40*,2.7

# Three entries picked at random from the list so far, as already listed:
SMILES,D2 PAM,RXFP1 antagonist,TRHR PAM,RXFP1 agonist,Apoferritin bind,D1 antagonist,D1 potentiator,D1 agonist,TRHR ag
CC(SC1=NCCS1)C(=O)Nc1nnc(-c2ccc(Cl)cc2)s1 (stereo unspecified),-14,5,14,2.3%,-9%,-1,3,4,1.5
CCOc1ccc(C(C)NC(=O)CN2C(=O)NC3(CCCCC3)C2=O)cc1OCC (stereo unspecified),15,3,19,3.9%,.,16,8,1,0.1
CCN(CC(=O)Nc1c(F)cccc1F)C(=O)Cn1[nH]c(=O)c2ccccc2c1=O,14,4,-1,-2.6%,.,-50*,-2,1,0.1

# Printed as active in D1 antagonist, among the entries above:
Structure	D2 PAM	RXFP1 antagonist	TRHR PAM	D1 antagonist	D1 potentiator	D1 agonist	TRHR ag
CCN(CC(=O)Nc1c(F)cccc1F)C(=O)Cn1[nH]c(=O)c2ccccc2c1=O	14	4	-1	-50*	-2	1	0.1

# Further records follow:
SMILES,D2 PAM,RXFP1 antagonist,TRHR PAM,RXFP1 agonist,Apoferritin bind,D1 antagonist,D1 potentiator,D1 agonist,TRHR ag
COc1ccc(Br)cc1CN(C)CC(=O)Nc1cccc(S(N)(=O)=O)c1,-4,-3,0,0.1%,-10%,-3,-4,-2,-0.1
O=C(CN(CC1CCCO1)S(=O)(=O)c1ccc(S(=O)(=O)NC2CC2)cc1)Nc1ccccc1 (stereo unspecified),0,-2,-17,-0.6%,5%,-11,-7,2,0.3
C[C@]12C(=O)N(c3ccc(C(F)(F)F)cc3)C(=O)N1[C@@H]1c3ccccc3OC[C@@H]1[C@H]2c1ccccc1,-11,.,3,-3.0%,-15%,-5,0,3,1.8
CN(C)c1ccc(CNC(=O)Cc2ccc(NC(=O)N3CCCCc4ccccc43)cc2)cc1,2,.,0,-3.5%,2%,7,3,6,-0.4
CC1Oc2ccccc2C=C1/C=N/NC(=O)c1ccncc1 (stereo unspecified),8,-5,-1,3.8%,-5%,-7,-6,1,0.4
CCN(CC)C(=S)NC(=O)c1ccc(F)cc1,-1,-16,-3,-0.1%,-9%,-16,-3,0,0.1
Cc1cc(C)c2nc(-n3nc(C)cc3N)cc(C)c2c1,0,-14,-2,-3.0%,-1%,-4,2,1,-0.1
COc1ccc(CN2CCn3nc(C(=O)NC4CC4)cc3C2=O)cc1,6,0,6,-2.9%,-3%,17,8,1,0.1
Cc1cc(C)n2nc(C(=O)OCC(=O)N(C)C3CCCCC3)nc2n1,2,-12,-4,0.3%,.,-1,-8,0,0.0
COc1ccc(/C=C2\CCCC(C(=O)C(F)(F)F)=C2O)cc1OC,.,.,8,2.7%,-14%,-10,-3,2,-0.3
Cc1ccccc1Cn1c(=O)n(CC2CCC(C(=O)N3CCOCC3)CC2)c(=O)c2sccc21 (stereo unspecified),-7,2,0,-1.9%,4%,0,-5,0,-0.3
C=C(C)Cn1c(SCC(=O)c2ccccc2)nc2sc3c(c2c1=O)CCCC3,9,.,7,-0.8%,?,-1,-2,1,-1.1
Cc1ccc(CCNC(=O)C2CCN(S(=O)(=O)c3c(C)nn(C)c3C)CC2)cc1,-8,.,-5,2.1%,-3%,18,6,1,-0.3
Cc1ccc(S(=O)(=O)N=S(CCO)CCO)cc1,1,9,-1,1.3%,0%,-14,-3,5,-0.5
COc1cc(NC(=O)Cn2cnc3sc(C)c(S(=O)(=O)N4CCC(C)CC4)c3c2=O)cc(OC)c1OC,-2,-5,2,-1.3%,-1%,4,2,-1,-0.1
CCCC(=O)c1ccc(N2CCCC2)c(F)c1,-5,-4,2,-3.0%,-9%,-7,-5,-1,0.3
COc1cccc(CNC(=O)Cc2c(C)c3c(cc(C)c4c(C)c(C)oc43)oc2=O)c1,4,3,0,5.9%,-1%,-6,2,0,2.1
COc1ccc(OCCCC(=O)OCC(=O)Nc2ncc(Cl)cc2Cl)cc1,8,0,3,1.7%,.,5,-3,7,-0.5
CCCN1CCN(S(=O)(=O)c2cn(C)nc2C)CC1,21,12,3,-1.5%,0%,4,-2,0,0.6
CCN1CCN(c2nc(-c3ccccc3Cl)nc3ccccc23)CC1,-15,1,5,-0.3%,-11%,-20,4,0,0.0
CC(NS(=O)(=O)c1ccc(Br)s1)c1ccccc1 (stereo unspecified),-5,4,-3,3.7%,?,2,-9,4,-1.3
CC1CCCC(C)N1/N=C/c1ccc(C#N)cc1 (stereo unspecified),-5,-35,-5,2.7%,-22%,-8,1,4,0.7
Cc1cc(Br)ccc1NC(=O)CNC(=O)CNc1cccc([N+](=O)[O-])c1,-11,-1,0,-2.3%,.,1,-11,0,0.1
Cc1ccccc1OC(=O)Cn1c(C(F)(F)F)nc2ccccc21,-7,4,0,0.8%,?,-10,-2,7,-0.4
Cc1ccc(C(=O)Nc2ccc3c(c2)OCO3)cc1NC(=O)c1ccco1,-3,-1,5,-0.7%,-16%,3,-3,2,-1.4

# (list continues)
SMILES,D2 PAM,RXFP1 antagonist,TRHR PAM,RXFP1 agonist,Apoferritin bind,D1 antagonist,D1 potentiator,D1 agonist,TRHR ag
O=C(O)CSC1c2ccccc2C(=O)N1Cc1ccccc1 (stereo unspecified),8,5,0,0.6%,-4%,-1,-1,1,0.7
CC(=O)c1ccc(N2CCN(S(=O)(=O)c3ccc4c(c3)CC(=O)N4C)CC2)cc1,-3,3,1,6.0%,-4%,-14,0,3,0.2
CC(=O)Nc1cc(C(=O)OCC(=O)c2ccc(C)cc2)ccc1C,-4,-13,-1,1.5%,-20%,9,-2,5,-0.8
O=C(NNC(=O)c1cccnc1)Nc1ccc(Cl)c(Cl)c1,-20,-8,0,0.0%,-13%,-1,-4,2,1.0
Cc1ccc(C2=NN(CC(=O)NC(C)c3ccccc3)C(=O)CC2)cc1 (stereo unspecified),-2,-10,-1,-0.8%,?,-1,2,-3,-0.5
O=C1CCCCN1CC(=O)N1CCCC(Nc2ccc(F)cc2)C1 (stereo unspecified),-4,2,-2,1.2%,-8%,-30,-1,1,0.1
c1cc(-n2cnnn2)ccc1NC1=NCCC1,-4,-9,5,0.5%,0%,-7,-3,0,1.2
O=C1c2ccccc2C(=O)N1CCc1csc(-c2ccc(F)cc2)n1,17,-10,2,1.7%,-3%,-5,7,5,1.4
O=C(c1ccc(Cn2c(=S)[nH]c3cc4c(cc3c2=O)OCO4)cc1)N1CCN(c2ncccn2)CC1,-2,.,1,-0.5%,-5%,-11,6,4,0.7
CCNC(=O)Oc1ccc[nH]c1=O,17,5,-24,-2.7%,38%[activator],-3,1,3,-1.4
COc1ccc(C(=O)OCc2cc(=O)n3nc(C4CC4)sc3n2)cc1OC,21,.,3,-1.3%,.,-22,-6,3,-0.6
